PLCg1 inh: PLC-gamma1 enzyme inhibitors, primary screen, biochemical, fluorescence, purified enzyme | 1-phosphatidylinositol 4,5-bisphosphate phosphodiesterase gamma-1 (Homo sapiens), P19174 | fluorogenic substrate | inhibition, % at 12.2 µM | 0.84% of 370,000 active | AID 720700, 2013; in the data active means inhibition above about 9.5%
Tn6 DDE FP: inhibitors of Tn6 peptide binding to fibrin DD(E), primary screen, biochemical, fluorescence polarization, human fibrin, Tn6 probe | 0.21% of 370,000 active | Fibrin DD(E) TRITC-Tn6 fluorescence polarization displacement | inhibition, % at 8.3 µM;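 active means inhibition above a per-campaign cutoff: mean of compounds within control limits plus 3 SD, cut at about 15% in these data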;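 further: 0% = median of all compound wells on the plate and 100% = blocking peptide control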
Rev-erbA mod: modulators of Rev-erb alpha DNA binding, primary screen, biochemical, FITC-DNA, fluorescence polarization, uHTS. Nuclear receptor subfamily 1 group D member 1 (Homo sapiens), P20393. Rev-erbα–FITC-DNA binding, 90 min. activity, % at 10 µM. 0.79% of 370,000 active;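 active means activity above about 14%, limit read from the data; passing the limit was not always enough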;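 further: 0% = DMSO wells with 35 nM protein and 100% = DMSO wells with 750 nM protein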
PLC-beta3 inh: human PLC-beta3 inhibitors, primary screen, biochemical, fluorescence; Purified PLC-beta3, fluorogenic substrate; 0.18% of 370,000 active; 1-phosphatidylinositol 4,5-bisphosphate phosphodiesterase beta-3 (Homo sapiens), Q01970; inhibition, % at 12.2 µM; AID 720704, 2013; in the data active means inhibition above about 11%;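 further: 0% = median of compound wells on plate and 100% = full blocker control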
Tn7 DDE FP: inhibitors of Tn7 peptide binding to fibrin DD(E), primary screen, biochemical, fluorescence polarization, human fibrin, Tn7 probe; FP displacement of FITC-Tn7 peptide from fibrin DD(E); 0% = median of compound wells per plate; inhibition, % at 8.3 µM; 0.13% of 370,000 active; AID 720508, 2013;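 active means inhibition above the mean of compounds falling within the control limits plus 3 SD of them, cut at about 14% in these data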;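 further: 0% = plate median of compound wells and 100% = 10 µM Aha-Tn7 peptide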
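Test system: human clot-derived fibrin DD(E) complex / Quantity: 2 µM final DD(E) protein / Incubation: 10 min plus 3 h, room temperature / Measured by: fluorescence polarization / Benchmarks: high control of 10 µM Aha-Tn7 peptide / Replicates: singlicate testing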
sPLA2-III inh: human group III sPLA2 inhibitors, primary screen, biochemical, QFRET, BODIPY PC-A2 liposome substrate; Group 3 secretory phospholipase A2 (Homo sapiens), Q9NZ20; QFRET BODIPY PC-A2 liposome hydrolysis, fluorescence; inhibition, % at 12.2 µM; 0.56% of 370,000 active; AID 743126, 2013;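 active means inhibition above mean plus 3 SD of compounds lying within the high and low control bounds, cut at about 19% in these data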;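 further: 0% = median of test compound wells and 100% = no enzyme DMSO wells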
UHRF1 binding: UHRF1 methylated DNA binding inhibitors, primary screen, counter-screen for MBD2 inhibitor project, biochemical, TR-FRET, human UHRF1, single concentration; E3 ubiquitin-protein ligase UHRF1 (Homo sapiens), Q96T88; inhibition, % at 4.4 µM; UHRF1 binding to methylated oligo; 0.75% of 370,000 active; AID 687016, 2013; in the data active means inhibition above about 21%;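 further: UHRF1 SRA domain binding a hemimethylated CpG hairpin DNA probe; 0% = median of test compound wells and 100% = reference inhibitor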
Target sequence (Q96T88 whole entry, looked up, the tested form may be a part): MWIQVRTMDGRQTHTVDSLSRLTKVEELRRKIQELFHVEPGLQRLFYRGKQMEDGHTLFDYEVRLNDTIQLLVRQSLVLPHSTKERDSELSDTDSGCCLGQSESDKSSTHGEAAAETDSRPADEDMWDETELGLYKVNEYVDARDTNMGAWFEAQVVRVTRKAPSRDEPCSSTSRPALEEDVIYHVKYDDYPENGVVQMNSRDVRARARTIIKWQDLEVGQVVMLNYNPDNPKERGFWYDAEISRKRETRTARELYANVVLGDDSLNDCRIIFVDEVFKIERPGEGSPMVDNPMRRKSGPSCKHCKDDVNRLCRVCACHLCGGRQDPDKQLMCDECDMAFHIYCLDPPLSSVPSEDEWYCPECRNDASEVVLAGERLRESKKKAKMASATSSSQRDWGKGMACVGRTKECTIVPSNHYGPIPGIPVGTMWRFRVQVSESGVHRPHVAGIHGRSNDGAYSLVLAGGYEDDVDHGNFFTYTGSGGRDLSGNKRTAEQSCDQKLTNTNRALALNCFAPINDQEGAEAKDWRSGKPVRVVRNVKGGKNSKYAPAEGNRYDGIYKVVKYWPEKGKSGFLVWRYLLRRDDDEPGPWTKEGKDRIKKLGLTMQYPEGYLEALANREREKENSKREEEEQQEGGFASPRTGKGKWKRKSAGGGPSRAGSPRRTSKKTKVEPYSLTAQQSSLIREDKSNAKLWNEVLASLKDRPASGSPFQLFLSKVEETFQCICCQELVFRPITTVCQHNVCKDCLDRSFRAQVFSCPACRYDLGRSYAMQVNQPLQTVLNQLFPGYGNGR
ARFGAP1 inhibitor: inhibitors of rat ARFGAP1 GAP activity, primary screen, biochemical, fluorescence polarization, GDP tracer. ADP-ribosylation factor GTPase-activating protein 1 (Rattus norvegicus), Q62848. Arfgap1-stimulated ARF1 GTP hydrolysis, GDP FP detection. inhibition, % at 16.5 µM. 0.26% of 360,000 active;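 active means inhibition above a per-plate limit, mean inhibition of low control wells plus 3 SD, cut at about 25% in these data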;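 further: 0% = DMSO wells with enzyme and 100% = wells lacking Arfgap1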
Target sequence (Q62848 1-136 limits assumed): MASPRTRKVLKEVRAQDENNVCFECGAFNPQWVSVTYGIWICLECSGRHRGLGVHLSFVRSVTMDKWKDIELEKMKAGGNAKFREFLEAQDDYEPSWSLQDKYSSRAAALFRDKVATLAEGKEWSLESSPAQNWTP
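Replicates: Single well per compound | Assay system: Truncated rat Arfgap1 GAP domain | Control set: No-Arfgap1 wells (100%) versus DMSO full-reaction wells (0%) | Times: Enzyme reaction 120 min at 25 °C after 20 min preincubation | Reagent: Human ARF1(Δ1-17)-GTP substrate | Measured by: Tracer-displacement fluorescence polarization with EDTA stop, 620/688 nm | Measure: Percent inhibition of Arfgap1-stimulated GTP hydrolysis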
proKLK7 act: proKLK7 zymogen activators, primary screen, biochemical, fluorescence intensity; Kallikrein-7 (Homo sapiens), P49862; purified proKLK7, EDANS-DABCYL substrate fluorescence; 100% is mature enzyme control, 0% vehicle; activation, % at 7 µM; 0.9% of 370,000 active; AID 652039, 2013;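 active means activation above the mean of all tested compounds plus 3 SD, computed per campaign excluding outliers beyond control limits, cut at about 13% in these data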
ASAP1 GAP inh: inhibitors of human ASAP1 ArfGAP activity, primary screen, biochemical, fluorescence polarization; Arf-GAP with SH3 domain, ANK repeat and PH domain-containing protein 1 (Homo sapiens), …; ASAP1-stimulated ARF1 GTP hydrolysis, GDP FP detection; inhibition, % at 16.5 µM; 0.19% of 360,000 active; AID 624377, 2012; in the data active means inhibition above about 25%;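 further: 0% = vehicle with enzyme and substrate and 100% = no enzyme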
An asterisk follows results filed as active; i = inactive; . = no result given.

SMILES | PLCg1 inh | Tn6 DDE FP | Rev-erbA mod | PLC-beta3 inh | Tn7 DDE FP | sPLA2-III inh | UHRF1 binding | ARFGAP1 inhibitor | proKLK7 act | ASAP1 GAP inh
CCCCN(CC)CCNC(=O)c1cc2c(-c3ccccc3F)nn(C)c2s1 | -44 | 6 | -1 | -60 | -3 | -4 | 0 | -12 | 5.9 | 3
CCOC(=O)c1c(-c2ccccc2)c2cc(OC)ccc2n1CCCN(C)C | -385 | 2 | -2 | -495 | 1 | -19 | 26* | 0 | 11 | -1
CCOc1ccc(CCNC(=O)COC(=O)C2CC2)cc1OCC | -1 | -1 | 2 | -6 | -1 | 1 | -2 | 0 | 0.2 | 14
Cc1cccc(Nc2nc(N3CCN(C)CC3)nc(N)c2[N+](=O)[O-])c1 | 4 | -3 | 2 | 2 | -7 | 10 | 4 | 0 | -0.4 | -9
CCn1c(SCC(=O)Nc2cccc(F)c2)nnc1-c1cc2cc(Br)ccc2o1 | 0 | -8 | 56* | 1 | 4 | -7 | -1 | -13 | -0.2 | -7
COCCCn1c(=O)c2sccc2n2c(CCCC(=O)NCC3CCCO3)nnc12 (centres undefined) | -1 | 3 | -3 | -15 | -1 | -3 | 7 | 2 | -0.3 | 4
Cc1ccc(COc2ccc(/C=N/NC(=O)c3ccc(CN4CCOCC4)cc3)cc2)cc1 | 0 | 4 | 1 | -3 | 5 | -4 | -1 | 7 | -12 | 12
COC(=O)[C@H](CC(C)C)N(CCCc1cn(Cc2ccccc2)nn1)S(=O)(=O)c1ccccc1Br | 5 | 4 | -5 | 9 | -5 | -26 | 2 | . | 0.1 | .
O=C(Nn1c(C2CCC2)nc2ccccc2c1=O)C1CCC1 | 0 | -5 | -2 | 0 | -1 | -5 | 4 | 8 | -0.1 | -11
COC(=O)[C@H]1C[C@H](O)CN1S(=O)(=O)c1ccc(Br)cc1F | 3 | -3 | 4 | 3 | 3 | 2 | -4 | 1 | 0.3 | 3
CCC(C(=O)NC1CCCCC1)N(C(=O)c1snc(C(N)=O)c1N)c1ccc(OC)cc1OC (centres undefined) | 3 | 7 | 3 | -4 | -1 | 0 | 11 | 1 | 1.0 | -11
CCOC(=O)c1nc2sc3c(c2c(=O)[nH]1)CCCC3 | -474 | 3 | 1 | i | -2 | 9 | 2 | 11 | -227 | -2
CCc1cc(=O)oc2cc(OC(=O)CN3C(=O)NC4(CCCC4)C3=O)ccc12 | i | 11 | -6 | i | -8 | -4 | 0 | 6 | 97* | 3
Cc1cc(C(=O)N2CCCC(N3CCN(c4ccc(F)cc4)CC3)C2)c(C)o1 (centres undefined) | 2 | 4 | -4 | -5 | -1 | 1 | -2 | -5 | 0.7 | 11
CCOC(=O)N1CCN(c2c(N3CCN(c4ccc(OC)cc4)CC3)c(=O)c2=O)CC1 | 2 | 5 | -4 | 3 | -2 | 2 | 1 | 7 | -0.2 | 11
O=C(COC(=O)CNS(=O)(=O)c1ccc(Cl)cc1)NC1CCCCC1 | 1 | 1 | -3 | -3 | -2 | 8 | 3 | -3 | -0.3 | -4
COc1cc(NC(=S)NCCc2c[nH]c3ccccc23)c(OC)cc1Cl | 3 | 5 | 3 | -3 | 1 | 0 | 5 | 8 | 0.3 | 15
Cc1cc(-c2nnc(SCC(=O)Nc3ccccc3Cl)n2C)no1 | 0 | 6 | 0 | -4 | -5 | -2 | -2 | -5 | 0.5 | 6
CCN(CC)C(=O)c1ccc(Oc2ccc([N+](=O)[O-])cc2Cl)cc1 | 3 | -7 | -8 | 0 | -3 | -6 | 0 | 3 | 0.3 | 4
O=C(CCN1CCN(c2ccccc2)CC1)N/N=C/c1ccc(O)c(O)c1O | -6 | -5 | -24 | -13 | 4 | -9 | 27* | -25 | 1.4 | -5
COc1ccc(C(=O)NCc2c(C)oc(C)c2C(=O)O)cc1 | -2 | -1 | -3 | -10 | -5 | -3 | -1 | -6 | 0.2 | -1
COc1ccccc1CNC(=O)c1sccc1C | -2 | -1 | 1 | -9 | 0 | 2 | 1 | -5 | -0.7 | 4
Cc1c(Cc2ccccc2)c(=O)oc2cc(OCC(=O)N3CCC(C(N)=O)CC3)ccc12 | -97 | 18* | 1 | -119 | 5 | -7 | -2 | -1 | 1.7 | 19
Oc1ccc(N=Nc2ccccc2-c2nn[nH]n2)c(O)c1 | 12* | -20 | 16 | 3 | 1 | -14 | -4 | -14 | -0.2 | -2
CC1(C)CC(NC(=O)COc2ccccc2Cl)CC(C)(C)N1 | -2 | 6 | -9 | 2 | -2 | 1 | 0 | 6 | -0.6 | 8
(further entries)
SMILES | PLCg1 inh | Tn6 DDE FP | Rev-erbA mod | PLC-beta3 inh | Tn7 DDE FP | sPLA2-III inh | UHRF1 binding | ARFGAP1 inhibitor | proKLK7 act | ASAP1 GAP inh
O=C(O)c1ccc(CNCc2ccccc2F)cc1 | 7 | 3 | 0 | 3 | 2 | 4 | -1 | -7 | 0.5 | 4
CCCCCCCCN1C(=O)[C@H](CC(=O)NCc2ccc(OC)c(OC)c2)C[C@@]2(C(=O)OCC)CCC=C12 | 0 | 3 | 4 | 1 | 2 | -19 | -1 | 4 | -0.1 | 6
COc1ccc(CCNC(=O)c2ccc([N+](=O)[O-])cc2)cc1 | 2 | -7 | 0 | -5 | -5 | -1 | -1 | -1 | 0.1 | -9
CCSc1nc(O)cc(=O)n1-c1ccc(OC)cc1 | 0 | -2 | -10 | 5 | 0 | -3 | 5 | -11 | -0.4 | -3
CCN1CCN(/C=N/c2nc3c(s2)CCCC3)CC1 | 2 | 5 | . | 0 | 3 | -1 | -1 | 0 | 0.4 | -13
COc1ccc(OC)c(NC(=O)CCN2CCN(c3ccccc3OC)CC2)c1 | 0 | -1 | -6 | -5 | -2 | 6 | 1 | 15 | 0.4 | 2
Cc1ccc2nc(C)c(C(=O)N/N=C/c3ccc(N4CCOCC4)cc3)cc2c1 | 2 | 0 | -5 | 1 | -4 | -7 | -1 | -2 | 0.1 | 7
c1csc(COc2ccccc2CNC2CCCCC2)c1 | 2 | 6 | 4 | 5 | -2 | -6 | 0 | 8 | 0.0 | -9
CCCC(=O)OCC(=O)Nc1ccc2c(c1)OCO2 | 2 | -2 | -2 | 2 | -2 | 0 | -3 | -9 | -0.4 | 4
COCCNC(=O)C1(C)Cc2c(-c3ccc4c(c3)OCO4)ccnc2O1 (centres undefined) | -8 | 3 | -4 | -13 | -3 | 11 | 0 | 5 | 1.1 | -10
CC(=O)c1ccc(N(CC(=O)NC2CCS(=O)(=O)C2)S(=O)(=O)c2ccc(C)cc2)cc1 (centres undefined) | 2 | 0 | 2 | -3 | 6 | 17 | 4 | 4 | 0.6 | -2
CCC(C)N(C(=O)c1csnn1)C(C(=O)NCc1ccc(F)cc1)c1ccccc1 (centres undefined) | 7 | -2 | -2 | 1 | -1 | 5 | 1 | -11 | -0.6 | -2
COCCNS(=O)(=O)c1cc(C(=O)O)ccc1OC | 3 | 5 | 6 | 4 | -4 | 1 | 3 | 4 | -0.1 | -6
COC(=O)C[C@@H]1C=C[C@H](NS(=O)(=O)c2cccc(F)c2)[C@@H](CO)O1 | -1 | -4 | 4 | 2 | 0 | -1 | 2 | -8 | 0.2 | 8
CCOc1ccc(C2NC(=O)c3ccccc3O2)cc1 (centres undefined) | -3 | 1 | -6 | -6 | -2 | -1 | 0 | 4 | -2.2 | -1
Cc1csc(NC(=O)CSc2nnc(C)c(=O)n2N)n1 | 1 | 5 | 0 | -2 | 1 | -4 | 1 | -11 | 0.1 | -2
Cc1ccc(N(C(=O)c2csnn2)C(C(=O)NC2CCCCC2)c2cccnc2)c(C)c1 (centres undefined) | 0 | -4 | 1 | -6 | 0 | 2 | 3 | 6 | -0.1 | -3
COc1cc(C2Nc3ccccc3C(=O)N2c2ccc(Cl)cc2)c(Cl)cc1OCC(=O)O (centres undefined) | -369 | 6 | -3 | -436 | 2 | 7 | 0 | 5 | 22* | 13
CC(=O)NCC(=O)N1CCCC(C(=O)c2ccc(Oc3ccccc3)cc2)C1 (centres undefined) | 0 | 4 | 6 | -5 | -7 | 4 | -3 | 13 | -0.2 | -5
CC1CC(C)CN(C(=O)C2CC(=O)N(c3ccc4c(c3)OCCO4)C2)C1 (centres undefined) | -3 | -4 | -3 | -2 | 1 | -1 | 0 | 7 | -0.5 | 10
O=C(NCc1ccccc1)C1CCC(CNc2c(N3CCCCC3)c(=O)c2=O)CC1 (centres undefined) | 3 | 10 | 3 | 3 | 2 | 5 | 1 | 9 | 0.0 | -6
COc1ccccc1CCNC(=O)C(=O)NCC1OCCCN1S(=O)(=O)c1ccc(F)cc1C (centres undefined) | 3 | 3 | -3 | -6 | -7 | -8 | 5 | 5 | 0.3 | 13
O=C(COC(=O)c1cc(S(=O)(=O)N2CCOCC2)ccc1F)NC1CCCCC1 | -1 | 8 | -7 | -4 | -4 | -5 | 1 | 0 | -0.1 | 6
Cc1ccnc(NS(=O)(=O)c2ccc(NC(=O)c3cccc(Cl)c3)cc2)n1 | 0 | 6 | 0 | 4 | -10 | -7 | 3 | 1 | 0.5 | 10
CCOC(=O)c1ccc(NC(=O)c2nc[nH]c2C(=O)N2CCC(C)CC2)cc1 | 2 | -6 | -2 | 2 | -15 | -9 | 3 | 4 | 0.0 | -2

One compound at a time, as listed above. Order of values: PLCg1 inh, Tn6 DDE FP, Rev-erbA mod, PLC-beta3 inh, Tn7 DDE FP, sPLA2-III inh, UHRF1 binding, ARFGAP1 inhibitor, proKLK7 act, ASAP1 GAP inh
Shown for CCOC(=O)c1ccc(NC(=O)c2nc[nH]c2C(=O)N2CCC(C)CC2)cc1 = 2, -6, -2, 2, -15, -9, 3, 4, 0.0, -2
Shown for CCOc1ccc(C2NC(=O)c3ccccc3O2)cc1 (centres undefined) = -3, 1, -6, -6, -2, -1, 0, 4, -2.2, -1
Shown for CCN1CCN(/C=N/c2nc3c(s2)CCCC3)CC1 = 2, 5, ., 0, 3, -1, -1, 0, 0.4, -13
Shown for CC1CC(C)CN(C(=O)C2CC(=O)N(c3ccc4c(c3)OCCO4)C2)C1 (centres undefined) = -3, -4, -3, -2, 1, -1, 0, 7, -0.5, 10

Screening data: PubChem, several laboratories
